Bioassay records from PubChem BioAssay.
GIRK2 activator: Activators of human GIRK2-containing channels | HEK293 GIRK2/NPY4 cells, thallium flux fluorescence | 34,000 tested, under 10 active | AID 1259324 | activation (% efficacy), % for hits at 37.5 µM | P48051;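 active = primary screen hit, no activity in plain HEK293 cells, and in GIRK2-only cells above 5% efficacy rising with concentration; inactive = the rest, including fluorescent compounds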;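 also: efficacy is normalized control-subtracted fluorescence 15 s after thallium addition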
Target sequence (P48051 whole entry, looked up): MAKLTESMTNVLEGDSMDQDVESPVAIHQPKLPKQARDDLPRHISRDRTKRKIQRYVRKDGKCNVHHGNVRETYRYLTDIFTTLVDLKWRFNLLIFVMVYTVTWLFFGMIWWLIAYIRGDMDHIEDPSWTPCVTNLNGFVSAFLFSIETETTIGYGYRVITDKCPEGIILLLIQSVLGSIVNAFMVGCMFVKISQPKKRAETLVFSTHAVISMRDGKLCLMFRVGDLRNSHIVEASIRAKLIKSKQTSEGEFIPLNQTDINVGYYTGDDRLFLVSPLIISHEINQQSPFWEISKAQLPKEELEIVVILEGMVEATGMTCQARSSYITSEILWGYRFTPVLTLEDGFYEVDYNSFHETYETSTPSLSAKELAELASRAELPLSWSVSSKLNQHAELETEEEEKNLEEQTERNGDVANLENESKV
Calls only; i = inactive. A portion of the library. The share of hits here may be higher or lower than overall.

Structure,GIRK2 activator
O=C(NCC1CCN(C(=O)COc2ccccc2)CC1)C(=O)Nc1ccc(C(F)(F)F)cc1,i
CN1CCN(CC(O)COCCOc2ccc(Br)cc2)CC1 (configuration not stated),i
O=C(CCn1c(=O)[nH]c2ccccc2c1=O)NCCSCc1ccccc1,i
CCCNC(=O)c1ccc2c(=O)n(-c3cc(C)cc(C)c3)c(SCC(=O)CC(=O)OC)nc2c1,i
O=C(CSc1cc(N2CCN(c3ccccc3F)CC2)ncn1)N1CCc2ccccc21,i
Cc1cc(Br)cc(C)c1OCC(=O)Nc1ccc2c(c1)OCO2,i
OC(COCCOc1ccc(Br)cc1)CN1CCN(c2ccccn2)CC1 (configuration not stated),i
Cc1nc(Nc2ccc(NC(=O)Nc3ccccc3)cc2)cc(-n2ccnc2)n1,i
CC(C)NC(=O)CSc1nnc(N2CCN(c3ccc(F)cc3)CC2)s1,i
COc1cccc(C(c2c(O)cc(C)[nH]c2=O)c2c(O)cc(C)[nH]c2=O)c1OC,i
Cc1ccc(S(=O)(=O)N(C)c2ccc(C(=O)N3CCC(C)CC3)cc2)cc1,i
O=C(CSc1nnc(CCn2ccc(=O)[nH]c2=O)o1)N1CCc2ccccc21,i
Oc1ccc2c(Cc3ccc(Cl)cc3)noc2c1,i
COc1ccc2nc(-c3cccc(NC(=O)c4ccc(OC)c(OC)c4)c3)cn2n1,i
Cn1nnc2c(Nc3ccccc3Cl)ncnc21,i
COc1cc(NC(=O)Nc2ccc3c(c2)N(C(=O)c2ccccc2)CCC3)cc(OC)c1OC,i
COc1cccc(-c2nnc3ccc(OCCNC(=O)c4sc(C)nc4C)nn23)c1,i
Cc1nn(C2CCS(=O)(=O)C2)c(C)c1CC(=O)NCc1ccccc1Cl (configuration not stated),i
CCCN1C(=O)NC2(CCN(S(=O)(=O)c3ccc(NC(C)=O)cc3)CC2)C1=O,i
COc1ccc(-c2noc(-c3cc(-c4ccco4)n[nH]3)n2)c(OC)c1,i
O=C(Cc1csc(NC(=O)c2ccc[nH]c2=O)n1)NCCC1=CCCCC1,i
Cc1cc(C)c(NC(=O)Cn2nc(-c3ccco3)c3sc(N4CCOCC4)nc3c2=O)c(C)c1,i
O=S(=O)(NCc1ccsc1)c1cc(Cl)ccc1Cl,i
COc1cn(CC(=O)N2CCc3ccccc32)c(CSc2ccccc2)cc1=O,i
CNc1nn(CC(=O)Nc2ccc(C(C)C)cc2)c(N)c1-c1nc(-c2cccc(Cl)c2)no1,i
O=S(=O)(/C=C/c1ccccc1)NCCOc1ccc(-c2ccccc2)nn1,i
Cc1ccnc(Nc2ccc(NCCNC(=O)c3ccc4c(c3)OCO4)nn2)c1,i
Cc1ccc(NC(=O)C2CCN(S(C)(=O)=O)CC2)cc1,i
CC(C)(C)n1nc2c(c1-n1cccc1)CN(C(=O)c1nc3ccccc3s1)C2,i
O=C(O)CC(CNc1ccccc1)c1nc2ccccc2[nH]1 (configuration not stated),i
Cc1ccc(-c2noc(CN3N=NC4C(=O)N(c5ccc(C)c(Cl)c5)C(=O)C43)n2)cc1 (configuration not stated),i
O=C(NCCc1ccccc1)NCC1CCN(C(=O)Oc2ccccc2)CC1,i
COC1CCN(S(=O)(=O)c2ccc(F)cc2F)CC1,i
NCC1CCN(C(=O)c2cc3ccccc3o2)CC1,i
Cn1cccc1C(CNS(=O)(=O)c1cc(F)ccc1F)N1CCc2ccccc2C1 (configuration not stated),i
O=c1c2scc(-c3ccccc3)c2ncn1Cc1cc(=O)n2ccccc2n1,i
COc1ccc(S(=O)(=O)NCC2CCN(Cc3cccs3)CC2)cc1OC,i
CC1CN(C)CCN1CC1CCN(C(=O)Nc2cccs2)CC1 (configuration not stated),i
O=C(NCC1CCN(Cc2ccccc2)CC1)C(=O)Nc1cccc(F)c1,i
Cc1cc(C)cc(C(=O)NCC2(c3ccccc3)CCOCC2)c1,i
Cc1ccc(NC(=O)Cn2c(=O)n(C(C)C)c(=O)c3nscc32)c(C)c1,i
Cc1cc(-c2nnc(NC(=O)c3ccco3)o2)n(C)n1,i
CC(=O)Nc1ccc(S(=O)(=O)NCC2(c3cccs3)CCCC2)c(C)c1,i
COc1ccc(-c2ccc(=O)n(CCNC(=O)COc3cc(C)c(Cl)c(C)c3)n2)cc1,i
COCCNC(=O)Cn1cc(OC)c(=O)cc1CSc1nc(C)cs1,i
CCc1nnc(-c2ccc(NC(=O)c3cc4ccccc4o3)cc2)o1,i
O=C(NCc1nc2ccccc2[nH]1)C1CN(C(=O)c2c[nH]c3ccccc23)C1,i
COc1cc(N2CCN(S(=O)(=O)c3ccccc3C(F)(F)F)CC2)nc(OC)n1,i
Cc1ccc2c(c1)N(C(=O)Cn1cc(-c3nc(-c4cnccn4)no3)ccc1=O)CCO2,i
O=C(c1ccsc1)N1CCC(c2ccsc2)CC1,i
COCCNC(=O)Cn1cc(-c2nnc(-c3ccccc3)o2)c2ccccc21,i
Cc1ccc(S(=O)(=O)N2CCC(C(=O)Nc3ccc4sccc4c3)CC2)cc1,i
COC(CNC(=O)C1COCC(=O)N1Cc1ccccc1)OC (configuration not stated),i
COc1ccc(-c2csc(CN3CCN(S(=O)(=O)c4ccccc4)CC3)n2)cc1,i
COc1cn(CC(=O)Nc2cccc(Cl)c2)c(CSc2nccc(C)n2)cc1=O,i
COc1ccc(-c2noc(-c3cc(-c4cccs4)[nH]n3)n2)cc1OC,i
COc1cn(CC(N)=O)c(CSc2nc(C)cc(C)n2)cc1=O,i
Cc1cc(-c2nnc(NC(=O)c3ccc(S(=O)(=O)N4CCCCC4)cc3)o2)n(C)n1,i
COc1ccc(NC(=O)c2ccc(=O)n(CC(=O)NCCc3ccccc3)n2)cc1,i
Cc1ccc(NS(=O)(=O)c2ccc(N3C(=O)CCS3(=O)=O)cc2)cc1C,i

(listing goes on)
Structure,GIRK2 activator
COc1ccc(C2(CNC(=O)c3cn(C)nc3OC)CCCC2)cc1,i
O=C(CCCS(=O)(=O)c1ccccc1)Nc1ccc(Cl)cc1,i
Cc1nnsc1C(=O)NCC(O)Cc1ccccc1 (configuration not stated),i
Cc1noc(C)c1S(=O)(=O)Nc1ccc(-c2ccc(=O)n(C)n2)cc1,i
CCN1CCN(S(=O)(=O)CCN2C(=O)c3ccccc3C2=O)CC1,i
CC1CC(=O)Nc2c1c(NC(=O)c1ccc(=O)[nH]c1)nn2C (configuration not stated),i
O=C(Nc1ccc2c(c1)Cc1ccccc1-2)c1nc(-c2cnccn2)no1,i
O=C(NCCn1ncc2c(N3CCN(c4ccccc4)CC3)ncnc21)C12CC3CC(CC(C3)C1)C2,i
Cn1cccc1CN(C(=O)C1CCC1)C1CC1,i
CC(Oc1ccc(Cl)cc1Cl)C(=O)Nc1cccc(-c2ccc(=O)n(C)n2)c1 (configuration not stated),i
COc1ccccc1N1C(=O)N(c2cccc([N+](=O)[O-])c2)C2CS(=O)(=O)CC21 (configuration not stated),i
O=C(Nc1nnc(CS(=O)(=O)c2ccccc2)o1)c1cc2ccccc2o1,i
CCCNC(=O)c1c(N)n(-c2ccc3c(c2)OCO3)c2nc3ccccc3nc12,i
Cn1cccc1C(O)CNC(=O)C1(c2ccccc2)CCOCC1 (configuration not stated),i
CCC(CC)C(=O)N1CCN(c2ncnc3c2nnn3CC)CC1,i
C=CCNC(=O)C(=O)NCC(c1ccc(F)cc1)N1CCN(C)CC1 (configuration not stated),i
O=c1ccc(-c2ccco2)nn1CCCNS(=O)(=O)c1ccc(OC(F)(F)F)cc1,i
CC1CC(NC(=O)C(=O)Nc2c3c(nn2-c2ccccc2)CS(=O)(=O)C3)CC(C)(C)C1 (configuration not stated),i
COc1cccc(-c2cc(C(=O)O)c3[nH]c(C)nc3n2)c1O,i
COc1ccc(S(=O)(=O)CC(=O)N(Cc2ccccc2)Cc2ccccc2)cc1,i

Reprinted at random: 3 compounds from above, in no set order.
Structure,GIRK2 activator
CC1CC(NC(=O)C(=O)Nc2c3c(nn2-c2ccccc2)CS(=O)(=O)C3)CC(C)(C)C1 (configuration not stated),i
O=C(Nc1ccc2c(c1)Cc1ccccc1-2)c1nc(-c2cnccn2)no1,i
COc1ccc(C2(CNC(=O)c3cn(C)nc3OC)CCCC2)cc1,i

3 entries from above, field by field:
smiles: CCCNC(=O)c1c(N)n(-c2ccc3c(c2)OCO3)c2nc3ccccc3nc12
  GIRK2 activator: i
smiles: CC1CC(NC(=O)C(=O)Nc2c3c(nn2-c2ccccc2)CS(=O)(=O)C3)CC(C)(C)C1 (configuration not stated)
  GIRK2 activator: i
smiles: COc1cccc(-c2nnc3ccc(OCCNC(=O)c4sc(C)nc4C)nn23)c1
  GIRK2 activator: i

Other entries.
Structure,GIRK2 activator
COc1cccc(Nc2cc(C)nc(-n3cc([N+](=O)[O-])cn3)n2)c1,i
CCSc1nnc(NC(=O)CCCn2nc(-c3cccs3)ccc2=O)s1,i
COc1ccc(/C=C\C(=O)Nc2nn(C)c3c2C(c2ccccc2)CC(=O)N3)cc1OC (configuration not stated),i
Cc1nnc2ccc(N3CCN(S(=O)(=O)c4ccc(OC(F)(F)F)cc4)CC3)nn12,i
CC(O)(CNC(=O)C(=O)Nc1cccc(C(F)(F)F)c1)c1ccc(-c2ccccc2)cc1 (configuration not stated),i
CSCCC(C)(O)CNS(=O)(=O)/C=C/c1ccccc1 (configuration not stated),i
Cc1ccc(C)c(OCCCn2c(CNC(=O)c3ccco3)nc3ccccc32)c1,i
O=C(CN1C(=O)c2ccccc2S1(=O)=O)NCc1ccc(Cl)cc1,i
CC(C)(CO)NC(=O)CN1CCN(c2ccccc2)C1=O,i
CCc1cc(S(=O)(=O)N2CCN=C2c2ccccc2)ccc1OC,i
O=c1ccc(-c2cccs2)nn1CCCNS(=O)(=O)c1ccc2ccccc2c1,i
FC(F)Sc1ccc(Nc2nnnc3c2cnn3-c2ccccc2)cc1,i
COc1ccc(C2(CNC(=O)Nc3c(F)cccc3F)CCCC2)cc1,i
CCC(=O)Nc1ccc(SCC(=O)Nc2ccc3c(c2)OCO3)nn1,i
Cc1c(Cl)ccc2sc(N(CCCN(C)C)C(=O)c3ccn(C)n3)nc12,i
COc1ccc(CCS(=O)(=O)N(Cc2ccsc2)C2CC2)cc1,i
Cc1ccc(CC(=O)N(Cc2ccccn2)c2nc3ccccc3s2)cc1,i
CCOC(=O)N1CCN(CC(O)COCCOc2ccc(Cl)cc2)CC1 (configuration not stated),i
Cc1nc(NC(=O)Cc2c(C)[nH]c(=O)[nH]c2=O)sc1C(=O)Nc1ccccc1,i
O=C(Cc1csc(SCC(=O)c2ccc3c(c2)OCO3)n1)Nc1cccc(F)c1,i
O=S(=O)(NCc1ccccc1)N1CCCCC1,i
Cc1c(Cl)cccc1NC(=O)CCCn1nc(-c2ccco2)ccc1=O,i
CC(C)CC(NC(=O)CC12CC3CC(CC(C3)C1)C2)C(=O)Nc1nccs1 (configuration not stated),i
CC(C)(C)S(=O)(=O)c1ccc(N2CCN(c3ccccc3)CC2)nn1,i
COc1ccc(NC(=O)C(=O)NCC(c2ccc(F)cc2)N2CCOCC2)c(OC)c1 (configuration not stated),i
Cc1ccccc1-n1ccn(Cc2nc(-c3cccs3)no2)c(=O)c1=O,i
NC(=O)c1ccccc1NS(=O)(=O)CCOc1ccc(F)cc1,i
COc1ccc(NC(=O)Cc2cc(-c3ccc(Cl)cc3)on2)cc1OC,i
CC(=O)Nc1ccc(S(=O)(=O)N2CCN=C2c2ccccc2)cc1,i
O=C(NCC1CCN(Cc2ccco2)CC1)c1ccc2ccccc2c1,i
Cn1ccnc1N1CCN(C(=O)C2(c3ccc(Cl)cc3)CCCC2)CC1,i
CN(C)S(=O)(=O)c1ccc(C(=O)NCC2(c3cccs3)CCCC2)cc1,i
Cc1nnc(C2CCN(C(=O)C3CC(=O)N(c4ccc(C)c(C)c4)C3)CC2)s1 (configuration not stated),i
O=C(NCC(O)(c1cccs1)C1CC1)Nc1ccccc1C(F)(F)F (configuration not stated),i
Cc1nc2cc(NC(=O)Cn3cnc(-c4cccs4)cc3=O)ccc2s1,i
COc1ccc(Cl)cc1C(=O)Nc1nn(C)c2c1C(C)CC(=O)N2 (configuration not stated),i
Cn1c(C(F)(F)F)nn(CCNC(=O)/C=C/c2ccccc2)c1=O,i
CCOC(=O)N1CCC(NC(=O)C(=O)Nc2ccccc2OC)CC1,i
COc1ccc(CNC(=O)C(=O)Nc2c3c(nn2-c2ccccc2)CS(=O)(=O)C3)cc1,i
CCOc1ccc(OCCNC(=O)Cc2ccc([N+](=O)[O-])cc2)cc1,i
COc1ccc(CC(=O)Nc2ccc3c(c2)N(C(C)=O)CC3)cc1,i
Cc1nn(-c2nc3c(c(=O)n(CC(N)=O)c(=O)n3C)n2C(C)C)c(C)c1C,i
COc1ccc(N2CC(NS(=O)(=O)N(C)C)CC2=O)cc1OC (configuration not stated),i
Cc1cc(C)c(S(=O)(=O)NCC2CCN(C3CCCC3)CC2)cc1C,i
Cc1cccn2c(=O)c3cc(C(=O)N4COCC4(C)C)n(Cc4ccccc4)c3nc12,i
CS(=O)(=O)N1CCCC(C(=O)Nc2nc(-c3cc4ccccc4o3)cs2)C1 (configuration not stated),i
O=C(c1c[nH]c2ccccc12)N1CC(C(=O)N2CCCC2)C1,i
CCn1nccc1C(=O)Nc1ccc2c(c1)OCO2,i
